Screening results from PubChem BioAssay.
EWS-Fli block: EWS/Fli transcriptional activity inhibition | A673 NR0B1-luciferase reporter, viability-normalised | inhibition, % at 12.6 µM | hit rate 0.67% among 350,000 | AID 651661;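 active = mean inhibition of at least 50% after viability correction, with every replicate also passing that limit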;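 note: firefly luciferase signal divided by Alamar Blue viability fluorescence both relative to DMSO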
FN deposition inh: fibronectin deposition inhibition | AH1F fibroblasts, Alexa488-fibronectin deposition fluorescence, overnight | inhibition, % at 12.6 µM | hit rate 0.086% among 350,000 | AID 743247;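 active = mean inhibition across replicates of 30% or more, regardless of how many single replicates reach that level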;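 note: positive control wells lacked labelled fibronectin entirely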
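Material: AH1F fibroblast monolayer depositing Alexa488-labelled fibronectin into matrix | Input: 10000 AH1F cells/well | Medium: DMEM plus 2% serum, read in PBS | Reagent: Alexa488-fibronectin, 24 nM final in well | Compound dosing: One dose per compound, pinned | Schedule: 1 h adhesion, overnight exposure | Measured by: Fluorescence at 485 nm excitation, 525 nm emission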
LGR2 inh: inhibitors of bursicon-induced Drosophila LGR2 receptor cAMP signaling | inhibition, % at 9.99 µM | HEK293 LGR2, CRE-luciferase, bursicon-stimulated, 4 h | hit rate 0.35% among 380,000 | AID 720647;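 active = drop in luminescence signal, shown as inhibition above about 50% in the replicate tests, limit read from the data, passing the limit was not always enough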;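 note: agonist challenge used bursicon conditioned medium at about half maximal strength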
PGC1a acetyl inh: PGC1a acetylation modulation, inhibitor mode. inhibition, % at 15.6 µM. hit rate 0.17% among 350,000. U2OS PGC1a acetylation, AlphaScreen anti-acetyl-lysine; with virally co-expressed GCN5 acetyltransferase;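 active = every replicate shows inhibition of at least 40%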;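 note: 0% = neutral control wells and 100% = positive control wells; some results beyond the cut were filed as inactive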
PglD DTNB: PglD (C. jejuni) enzyme inhibition | purified PglD enzyme, DTNB colorimetric CoA detection | inhibition, % at 12.5 µM | hit rate 0.098% among 360,000; in the data active = inhibition above about 16%, passing the limit was not always enough; note: strong numbers were not always called active
S100A4 inh HTS: S100A4-myosin IIA interaction inhibition; hit rate 0.14% among 360,000; S100A4/TAMRA-MyoIIA peptide fluorescence polarization; P26447; inhibition, % at 10.7 µM;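 active = mean inhibition of at least 70% across replicates, with every replicate also reaching that level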
Target sequence (P26447 whole entry, looked up): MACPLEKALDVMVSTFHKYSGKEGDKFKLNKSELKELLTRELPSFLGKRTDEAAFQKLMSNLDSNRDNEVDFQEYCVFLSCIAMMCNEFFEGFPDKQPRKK
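Test system: S100A4 monomer protein; Medium: HEPES pH 7.2 with CaCl2, KCl, NaCl, DTT, Triton; Probe or stimulus: TAMRA-labelled myosin IIA heavy-chain peptide probe, 5 nM; Doses: one dose per compound; Times: polarization read 5 min after assay mix addition, stable 5–60 min; Benchmarks: neutral control DMSO, positive control TFP.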
PAX8 inh HTS: lowers PAX8-driven luciferase in RMG-I cells; RMG-I TPO-luciferase reporter, SteadyGlo, 24 h; hit rate 1.2% among 360,000; AID 652154; inhibition, % at 12.6 µM;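 active = mean replicate inhibition at least 60% with every replicate also reaching 60%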;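 note: luciferase light reporting Pax8 driven TPO promoter activity; plate controls were median of neutral control wells for no effect and mitoxantrone controls for full effect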
ERAP1 HTS inh: blocks human ERAP1 aminopeptidase activity. hit rate 0.15% among 340,000. Q9NZ08. recombinant ERAP1, Leu-AMC fluorescence, 60 min. inhibition, % at 10.7 µM. AID 652197;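 active = mean replicate inhibition of at least 30%, or all replicates individually reaching that 30% level; inactive = mean below 30% and not every replicate reaching it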;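 note: 0% = neutral control wells and 100% = L-leucinethiol positive control wells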
Target sequence (Q9NZ08 whole entry, looked up): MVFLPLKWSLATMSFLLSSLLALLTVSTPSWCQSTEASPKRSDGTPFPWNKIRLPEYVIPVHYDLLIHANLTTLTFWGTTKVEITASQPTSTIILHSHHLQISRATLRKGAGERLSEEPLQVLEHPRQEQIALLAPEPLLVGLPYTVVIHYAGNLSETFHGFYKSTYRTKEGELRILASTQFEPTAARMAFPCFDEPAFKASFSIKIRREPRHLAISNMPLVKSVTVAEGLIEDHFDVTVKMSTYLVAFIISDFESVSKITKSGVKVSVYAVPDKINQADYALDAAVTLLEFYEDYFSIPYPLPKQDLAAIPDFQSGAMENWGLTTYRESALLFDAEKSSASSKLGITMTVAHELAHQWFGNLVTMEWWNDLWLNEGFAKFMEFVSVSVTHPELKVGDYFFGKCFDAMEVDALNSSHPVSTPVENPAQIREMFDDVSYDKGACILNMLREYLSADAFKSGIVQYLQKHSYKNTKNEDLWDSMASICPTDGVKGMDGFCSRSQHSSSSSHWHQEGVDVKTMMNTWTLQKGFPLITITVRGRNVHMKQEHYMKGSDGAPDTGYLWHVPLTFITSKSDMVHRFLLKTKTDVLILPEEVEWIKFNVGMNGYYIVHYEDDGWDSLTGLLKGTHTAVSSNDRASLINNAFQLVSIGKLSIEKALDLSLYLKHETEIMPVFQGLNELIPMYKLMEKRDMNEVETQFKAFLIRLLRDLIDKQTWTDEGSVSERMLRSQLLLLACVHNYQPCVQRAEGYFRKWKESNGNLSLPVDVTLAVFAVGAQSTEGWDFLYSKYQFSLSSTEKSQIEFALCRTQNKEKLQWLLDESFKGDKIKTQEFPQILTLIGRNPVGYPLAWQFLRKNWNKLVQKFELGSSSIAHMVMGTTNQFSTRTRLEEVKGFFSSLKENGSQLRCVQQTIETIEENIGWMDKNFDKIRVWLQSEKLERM
* = called active by the depositor; & = joins results of further samples.

Screening C[C@H](CO)N1C[C@H](C)[C@@H](CN(C)C(=O)Nc2cccc(F)c2)OCc2cnnn2CCCC1=O returned EWS-Fli block -1, FN deposition inh 4, LGR2 inh -1, PGC1a acetyl inh 3, PglD DTNB 2, S100A4 inh HTS -2, PAX8 inh HTS -17 and ERAP1 HTS inh 1.
CCCNC(=O)N1C[C@H](C)[C@@H](OC)CN(C)C(=O)c2ccc(NS(=O)(=O)CC(F)(F)F)cc2OC[C@@H]1C was read as EWS-Fli block -2, FN deposition inh -3, LGR2 inh 7, PGC1a acetyl inh 2, S100A4 inh HTS -4 and ERAP1 HTS inh 0.
For C/C=C/c1ccc2c(c1)O[C@H](CN(C)C(=O)NC1CCCCC1)[C@@H](C)CN([C@H](C)CO)S2(=O)=O the results were EWS-Fli block -4, FN deposition inh -18, LGR2 inh -15, PGC1a acetyl inh 3, PglD DTNB -1, S100A4 inh HTS 10, PAX8 inh HTS -32 and ERAP1 HTS inh 1.
C[C@@H]1CCCCO[C@@H](CN(C)C(=O)CCC(F)(F)F)[C@H](C)CN([C@H](C)CO)C(=O)c2cc(NS(C)(=O)=O)ccc2O1 was read as EWS-Fli block -15, LGR2 inh -16, PGC1a acetyl inh 5, PglD DTNB 0, S100A4 inh HTS -12 and PAX8 inh HTS -3.
Screening Nn1c(Cc2ccc(Br)cc2)n[nH]c1=S returned EWS-Fli block 7, FN deposition inh 1, LGR2 inh 15, PGC1a acetyl inh -14, S100A4 inh HTS -2, PAX8 inh HTS 4 and ERAP1 HTS inh -4.
Screening Cc1cc[n+](C(C)C(=O)c2ccc(Cl)cc2)cc1 (stereo unspecified) returned EWS-Fli block 2, FN deposition inh 0, LGR2 inh -1, PGC1a acetyl inh 8, PglD DTNB -6, S100A4 inh HTS 2, PAX8 inh HTS 14 and ERAP1 HTS inh -2.
O=C(O)C1=C[C@H](c2ccc3c(c2)OCO3)C[C@H](OCc2ccc(CO)cc2)O1 was read as EWS-Fli block -5&-14&1, FN deposition inh 1, LGR2 inh -9, PGC1a acetyl inh 5&5, PglD DTNB 4&-7&3, S100A4 inh HTS 4&-9, PAX8 inh HTS -29&-5&-30 and ERAP1 HTS inh 1&4.
Screening COc1ccc(NC(=O)N2CC(=O)N3[C@@H](CO)[C@@H](c4ccc(/C=C/c5ccccc5)cc4)[C@@H]3C2)cc1 returned EWS-Fli block 13, PGC1a acetyl inh -8, S100A4 inh HTS -4 and PAX8 inh HTS 89*.
For Cc1nnc(SCC(=O)Nc2nccs2)s1 the results were FN deposition inh 10, PGC1a acetyl inh 12, PglD DTNB -1 and PAX8 inh HTS -6.
CNC[C@H]1OCCCC[C@@H](C)Oc2ccc(NC(=O)Nc3ccc(OC)cc3)cc2C(=O)N([C@H](C)CO)C[C@@H]1C was read as EWS-Fli block 3, FN deposition inh -4, LGR2 inh 4, PGC1a acetyl inh 5 and PAX8 inh HTS -19.

Reprinted at random: four compounds from above.
CNC[C@H]1OCCCC[C@@H](C)Oc2ccc(NC(=O)Nc3ccc(OC)cc3)cc2C(=O)N([C@H](C)CO)C[C@@H]1C was read as EWS-Fli block 3, FN deposition inh -4, LGR2 inh 4, PGC1a acetyl inh 5 and PAX8 inh HTS -19.
For C/C=C/c1ccc2c(c1)O[C@H](CN(C)C(=O)NC1CCCCC1)[C@@H](C)CN([C@H](C)CO)S2(=O)=O the results were EWS-Fli block -4, FN deposition inh -18, LGR2 inh -15, PGC1a acetyl inh 3, PglD DTNB -1, S100A4 inh HTS 10, PAX8 inh HTS -32 and ERAP1 HTS inh 1.
CCCNC(=O)N1C[C@H](C)[C@@H](OC)CN(C)C(=O)c2ccc(NS(=O)(=O)CC(F)(F)F)cc2OC[C@@H]1C was read as EWS-Fli block -2, FN deposition inh -3, LGR2 inh 7, PGC1a acetyl inh 2, S100A4 inh HTS -4 and ERAP1 HTS inh 0.
Screening Nn1c(Cc2ccc(Br)cc2)n[nH]c1=S returned EWS-Fli block 7, FN deposition inh 1, LGR2 inh 15, PGC1a acetyl inh -14, S100A4 inh HTS -2, PAX8 inh HTS 4 and ERAP1 HTS inh -4.

Continuation.
Screening Cc1cc(N2CCN(C)CC2)ccc1NC(=O)c1cccc(S(=O)(=O)N2CCc3ccccc3C2)c1 returned EWS-Fli block 49, FN deposition inh 4, LGR2 inh -7, PGC1a acetyl inh 0, PglD DTNB 2, S100A4 inh HTS -2, PAX8 inh HTS 3 and ERAP1 HTS inh -1.
`O=C(Cc1c[nH]c2ccccc12)N1CCN(S(=O)(=O)c2cccc(Cl)c2Cl)CC1` gave EWS-Fli block 23, FN deposition inh 2, LGR2 inh 15, PGC1a acetyl inh -19, PglD DTNB 6, S100A4 inh HTS -1, PAX8 inh HTS 31 and ERAP1 HTS inh -3.
Screening COc1ccc(N(CC(=O)NCc2ccc(F)cc2)C(=O)CCC(=O)Nc2ccccn2)cc1 returned EWS-Fli block -10, FN deposition inh 0, LGR2 inh 0, PGC1a acetyl inh -14, PglD DTNB 1, S100A4 inh HTS -9, PAX8 inh HTS 11 and ERAP1 HTS inh 3.
`O=C(CSc1nc2ccccc2c(=O)n1CC1CCCO1)Nc1ccc(F)cc1` (stereo unspecified) gave EWS-Fli block 13, FN deposition inh 1, LGR2 inh -10, PglD DTNB -1, S100A4 inh HTS -3, PAX8 inh HTS 15 and ERAP1 HTS inh 0.
`COc1ccc(N(CC(=O)NCCSC2CCCCC2)S(C)(=O)=O)c(OC)c1` gave EWS-Fli block 12, LGR2 inh 5, PGC1a acetyl inh -6, PglD DTNB -7, S100A4 inh HTS -8 and ERAP1 HTS inh 3.
For O=C(COc1ccccc1Cl)Nc1cc(Cl)ccc1O the results were EWS-Fli block 29, FN deposition inh 2, LGR2 inh -32, S100A4 inh HTS -7, PAX8 inh HTS 28 and ERAP1 HTS inh 1.
Fc1ccc(NC(=S)N2CCSC2c2cccs2)cc1 (stereo unspecified) was read as EWS-Fli block 2, LGR2 inh -32, S100A4 inh HTS -2, PAX8 inh HTS 11 and ERAP1 HTS inh 4.
Cc1cccc(C(=O)OCC(=O)NC2CCCCCCC2)c1 was read as EWS-Fli block -5, FN deposition inh 5, LGR2 inh -7, PGC1a acetyl inh -2, PglD DTNB 4, S100A4 inh HTS 2, PAX8 inh HTS -6 and ERAP1 HTS inh -2.
Screening CO[C@@H]1CN(C)C(=O)c2cc(NC(=O)C3CCCCC3)ccc2OC[C@H](C)NC[C@H]1C returned EWS-Fli block 4, FN deposition inh -6, LGR2 inh -23, PGC1a acetyl inh 13, PglD DTNB 1, S100A4 inh HTS -6, PAX8 inh HTS 9 and ERAP1 HTS inh -2.
Screening COc1ccc(C2=NOC(C(=O)N3CCCCCC3)C2)cc1OC (stereo unspecified) returned EWS-Fli block 4, LGR2 inh -15, PGC1a acetyl inh 3, PglD DTNB -7, S100A4 inh HTS -9 and ERAP1 HTS inh -5.
`O=C(c1ccc(F)cc1)N1CCN=C1c1ccccc1` gave FN deposition inh 0, LGR2 inh -4, PGC1a acetyl inh -6, PglD DTNB 4 and PAX8 inh HTS -12.
`CC[N+](CC)(CCCCS(=O)(=O)[O-])CCNP1(=O)C=C(c2ccccc2)OC(c2ccccc2)=C1` gave EWS-Fli block -21, FN deposition inh 2, S100A4 inh HTS -4, PAX8 inh HTS 13 and ERAP1 HTS inh -7.
Screening C[C@H]1CN([C@@H](C)CO)C(=O)c2cccc(NC(=O)Nc3ccc(C(F)(F)F)cc3)c2O[C@H]1CN(C)S(=O)(=O)c1cccs1 returned EWS-Fli block -16, LGR2 inh -2, PGC1a acetyl inh -7, PglD DTNB 3, S100A4 inh HTS -54 and ERAP1 HTS inh 0.
Screening CCN(Cc1ccncc1)Cc1ccc(Br)cc1 returned EWS-Fli block 19, FN deposition inh -9, LGR2 inh -2, PGC1a acetyl inh 11, PglD DTNB -1, S100A4 inh HTS -1, PAX8 inh HTS 0 and ERAP1 HTS inh -6.
`C[C@H]1CN([C@@H](C)CO)S(=O)(=O)c2ccc(C#CCN(C)C)cc2O[C@H]1CN(C)C(=O)CC1CC1` gave EWS-Fli block -5, LGR2 inh -11, PGC1a acetyl inh 4, PglD DTNB 6, S100A4 inh HTS -2, PAX8 inh HTS 5 and ERAP1 HTS inh 2.
CCCn1c(C(C)Nc2nc(-c3ccc(Cl)c([N+](=O)[O-])c3)cs2)nc2ccccc21 (stereo unspecified) was read as EWS-Fli block -4, FN deposition inh -4, LGR2 inh -16, PGC1a acetyl inh 15, PglD DTNB 5, S100A4 inh HTS -3, PAX8 inh HTS -1 and ERAP1 HTS inh 3.
Screening COc1cscc1C(=O)O returned EWS-Fli block 8, FN deposition inh -4, LGR2 inh -11, PGC1a acetyl inh 8, PglD DTNB -3, S100A4 inh HTS 5, PAX8 inh HTS 6 and ERAP1 HTS inh 4.
For COc1ccc(N2C(=O)NC(NC(=O)c3cccnc3)(C(F)(F)F)C2=O)cc1 (stereo unspecified) the results were EWS-Fli block -6, FN deposition inh 7, PglD DTNB -2, S100A4 inh HTS -5, PAX8 inh HTS 10 and ERAP1 HTS inh -1.
`COC(=O)C(F)(F)Sc1c(C)[nH]c2ccccc12` gave EWS-Fli block 4, LGR2 inh 4, PGC1a acetyl inh 8, PglD DTNB -6, S100A4 inh HTS 7 and ERAP1 HTS inh -11.
Screening O=[N+]([O-])c1ccc(N2CCN(S(=O)(=O)c3cnc[nH]3)CC2)cc1 returned FN deposition inh 2, LGR2 inh 12, S100A4 inh HTS -5, PAX8 inh HTS 6 and ERAP1 HTS inh -1.
O=C(NCC(c1ccco1)N1CCCC1)c1ccc(S(=O)(=O)Nc2ccc(F)cc2)cc1 (stereo unspecified) was read as EWS-Fli block -16, FN deposition inh 2, LGR2 inh -3, PGC1a acetyl inh 7, PglD DTNB 1, S100A4 inh HTS -1, PAX8 inh HTS 12 and ERAP1 HTS inh -2.
For CC(C)C[C@H](NC(=O)[C@H]1N2C(=O)c3ccccc3C2SC1(C)C)C(=O)N[C@@H](Cc1ccccc1)C(=O)O (stereo partly specified) the results were EWS-Fli block 1, LGR2 inh 2, PGC1a acetyl inh 4, PglD DTNB 9 and S100A4 inh HTS 11.
`Cc1cc(SCC(=O)N2CCCC2=O)nc2ccccc12` gave EWS-Fli block 10, FN deposition inh 1, LGR2 inh 11, PGC1a acetyl inh -2, S100A4 inh HTS -4 and ERAP1 HTS inh 2.
`Cc1ccsc1C(=O)NNC(=O)CCN1CCN(c2ccccc2)CC1` gave EWS-Fli block -9, FN deposition inh 1, LGR2 inh 3, S100A4 inh HTS 18, PAX8 inh HTS 9 and ERAP1 HTS inh 1.
CCOC(=O)c1cc(C#N)c(N2CCOCC2)nc1-c1ccccc1 was read as EWS-Fli block 16, FN deposition inh -10, LGR2 inh -17, PGC1a acetyl inh 0, S100A4 inh HTS -7, PAX8 inh HTS -1 and ERAP1 HTS inh 6.
For COc1cc(C(=O)NC(C(=O)Nc2cccc(C(C)=O)c2)C(C)C)cc(OC)c1OC (stereo unspecified) the results were EWS-Fli block 5, FN deposition inh -2, LGR2 inh 7, PGC1a acetyl inh 5, S100A4 inh HTS -2, PAX8 inh HTS 5 and ERAP1 HTS inh -6.
For Cc1ccccc1C(=O)Nc1cccc(C(=O)N/N=C/c2ccc3c(c2)OCO3)c1 the results were EWS-Fli block -50, FN deposition inh 6, LGR2 inh -32, PglD DTNB -2, S100A4 inh HTS 0, PAX8 inh HTS -25 and ERAP1 HTS inh 2.

Random draw from the library; about 2.1% have a hit in one of these screens.
